TRPC4 act = opens the mouse TRPC4 cation channel; HEK293 TRPC4beta/mu-opioid, Fluo4 calcium fluorescence; stronger effect = higher value; B-score at 10 µM; actives 0.49% (n = 310,000);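 active = B-score above 5 SD of library B-scores, and initial fluorescence ratio not above library mean plus 5 SD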;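 also: positive B-score marks a calcium rise read as TRPC4 activation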
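Assay system: HEK293 cells stably co-expressing mouse TRPC4beta and mu-opioid receptor / Timing: Fluo4 dye loading 45 min at room temperature, 110 s recording / Signal: Fluo4 calcium-sensitive dye fluorescence, kinetic, 1 Hz baseline / Read-out: integrated baseline-normalised fluorescence ratio, converted to per-well B score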
SKKanGAS inh = blocks kanamycin growth of S. pyogenes SKKanGAS strain; BacTiter-Glo, 6 h; inhibition, % at 7.5 µM; actives 1.3% (n = 300,000); AID 1662;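 active = mean replicate score, as percent of positive control median, at least 50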;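 also: strain carries kanamycin resistance gene driven by streptokinase promoter and grows in 40 µg/ml kanamycin; loss of luminescence reflects streptokinase promoter inhibition or plain growth inhibition; 0% = median of DMSO wells and 100% = positive control at its reference dose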
TRPC6 activator = activators of mouse TRPC6 channel | HEK293-TRPC6 membrane potential dye fluorescence; stronger effect = higher value | B-score at 10 µM | actives 0.13% (n = 310,000);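 active = B-score of the integrated fluorescence ratio above library mean plus 3 SD, and starting fluorescence ratio within library mean plus 5 SD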;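 also: higher score means more depolarization so channel activation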
MrgX1 allo act = human MrgX1 positive allosteric modulation, primary screen; Q96LB2; MrgX1-HEK293, Fluo-4 calcium flux, FDSS; stronger effect = higher value; B-score at 10 µM; actives 0.63% (n = 310,000);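 active = plate-corrected calcium response at least 3 library SD above typical, normal starting fluorescence, not activating the receptor alone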;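 also: compound read alongside a low EC10 to EC30 dose of BAM8-22 agonist; peak minus trough fluorescence over baseline measured at the second addition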
ANO1 activ = activates or potentiates the mouse TMEM16A chloride channel; actives 0.3% (n = 340,000); HEK293 TMEM16A/YFP-H148Q/I152L, iodide quench fluorescence; stronger effect = lower value; Q8BHY3; B-score at 10 µM;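 active = fluorescence-ratio B-score plate-corrected deviation score at least 3 library SD below zero, with starting fluorescence score within 5 deviations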;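 also: channel opened by trigger with iodide after compound preincubation; score built on the fluorescence ratio of max minus min over baseline; more negative score means more quench and so TMEM16A activation or potentiation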
Target sequence (Q8BHY3 whole entry, looked up): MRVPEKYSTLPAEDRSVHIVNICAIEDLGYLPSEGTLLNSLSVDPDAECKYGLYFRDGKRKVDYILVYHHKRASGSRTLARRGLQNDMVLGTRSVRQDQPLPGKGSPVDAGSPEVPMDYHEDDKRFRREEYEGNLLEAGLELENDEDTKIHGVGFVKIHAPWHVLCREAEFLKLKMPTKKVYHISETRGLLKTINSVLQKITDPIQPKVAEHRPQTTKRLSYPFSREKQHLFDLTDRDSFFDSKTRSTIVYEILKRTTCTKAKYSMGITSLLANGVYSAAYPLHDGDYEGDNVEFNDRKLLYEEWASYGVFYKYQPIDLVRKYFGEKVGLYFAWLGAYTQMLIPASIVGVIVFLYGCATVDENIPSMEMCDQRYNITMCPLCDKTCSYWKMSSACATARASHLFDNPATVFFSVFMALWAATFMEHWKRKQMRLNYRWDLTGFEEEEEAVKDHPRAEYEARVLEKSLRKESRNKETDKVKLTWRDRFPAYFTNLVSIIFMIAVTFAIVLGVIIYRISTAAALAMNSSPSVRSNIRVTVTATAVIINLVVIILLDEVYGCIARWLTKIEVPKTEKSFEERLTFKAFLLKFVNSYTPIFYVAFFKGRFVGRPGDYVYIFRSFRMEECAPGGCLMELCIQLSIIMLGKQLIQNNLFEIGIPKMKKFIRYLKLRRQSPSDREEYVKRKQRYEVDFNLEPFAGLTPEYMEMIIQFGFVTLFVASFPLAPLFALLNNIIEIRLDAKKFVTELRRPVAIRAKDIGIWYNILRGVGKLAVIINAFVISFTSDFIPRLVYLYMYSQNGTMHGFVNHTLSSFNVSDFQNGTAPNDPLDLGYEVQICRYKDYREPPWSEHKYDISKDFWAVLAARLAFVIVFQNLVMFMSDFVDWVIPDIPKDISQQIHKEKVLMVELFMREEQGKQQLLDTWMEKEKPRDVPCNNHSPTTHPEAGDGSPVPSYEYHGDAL
TRPC4 inh = TRPC4 (mouse) channel inhibition | Q9QUQ5 | HEK293 TRPC4beta/mu-opioid, DAMGO-evoked Fluo4 calcium flux; stronger effect = lower value | B-score at 10 µM | actives 0.39% (n = 300,000) | AID 2247;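 active = B-score over 3 SD under the library average, no early fluorescence shift, positive overall ratio signal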
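Assay system: HEK293 cells with stable TRPC4beta plus mu-opioid receptor expression. Dosing: single dose. Measured by: Fluo4 Ca2+ flux fluorescence. Also added: DAMGO in two steps, submaximal then maximal. Read-out: B score from integrated Fluo4 fluorescence ratio.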
TRPC6 inhibitor = blocks the mouse TRPC6 cation channel. Q61143. HEK293-TRPC6, membrane potential dye, ACh-evoked depolarization; stronger effect = lower value. B-score at 10 µM. actives 1.1% (n = 310,000);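 active = B-score under library mean minus 3 SD, initial fluorescence not abnormally high, positive integrated signal ratio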;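 also: B-score derived from integrated fluorescence ratio over the kinetic read; more negative B-score means stronger inhibition of depolarization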
MrgX1 antag = blocks BAM8-22 activation of human MrgX1 receptor; MRGX1-HEK293 calcium flux, Fluo-4, BAM8-22 antagonism; stronger effect = lower value; B-score at 10 µM; actives 1.3% (n = 310,000);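 active = calcium-response B-score plate-corrected more than 3 library SD below zero, starting fluorescence within 5 deviations, no agonist response on first addition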;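 also: peak minus trough fluorescence over baseline after final BAM8-22 challenge near maximal dose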
TRPC4 PAM = TRPC4 (mouse) allosteric potentiation. B-score at 10 µM. actives 0.42% (n = 310,000). AID 2227. Q9QUQ5. HEK293 TRPC4beta/mu-opioid, DAMGO EC20, Fluo-4 Ca2+ flux; stronger effect = higher value;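 active = B-score of calcium response area above 5 SD of library B-scores, with initial fluorescence ratio within 5 SD of library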;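 also: B-score of integrated fluorescence ratio over time as area under calcium response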
MrgX1 agonist = activates human MrgX1 receptor signaling; Q96LB2; MrgX1-HEK293 cells, Fluo-4 calcium fluorescence, agonist mode; stronger effect = higher value; B-score at 10 µM; actives 0.44% (n = 310,000);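 active = calcium response B-score plate-corrected fluorescence ratio at least 3 library SD, with starting fluorescence B-score inside 5 SD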
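Assay system: stable human MrgX1 HEK293 cell line. Quantity: 15,000 cells per well. Schedule: cells plated overnight, dye loaded 0.5 h 37 °C, 0.5 h room temperature. Detection: Fluo-4 NW calcium-flux fluorescence, kinetic read. Read-out basis: peak-minus-minimum fluorescence over baseline, converted to B scores. Control set: positive and negative control wells on each plate.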
TMEM16A inh = mouse TMEM16A channel inhibition, primary screen; actives 1.2% (n = 310,000); normalized B-score (activity score, 25-100; higher = stronger inhibition) at 10 µM; AID 588511; HEK293 TMEM16A/YFP iodide influx fluorescence, ionomycin;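 active = ratio plate-corrected score three or more library SD toward inhibition, starting fluorescence score within five deviations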;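 also: score derived from kinetic fluorescence span divided by baseline fluorescence per well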
* = called active by the depositor; i = inactive; . = not tested or not shown.

SMILES	TRPC4 act	SKKanGAS inh	TRPC6 activator	MrgX1 allo act	ANO1 activ	TRPC4 inh	TRPC6 inhibitor	MrgX1 antag	TRPC4 PAM	MrgX1 agonist	TMEM16A inh
Clc1ccc(CSc2ccc(-c3ccccn3)nn2)cc1	i	-5.9	i	i	i	i	i	i	i	i	i
COc1cccc(NC(=O)c2ccc3c(c2)OCO3)c1	i	11.0	i	i	i	i	i	i	i	i	i
O=C(O)Cc1ccccc1C(=O)O	i	0.5	i	i	i	i	i	i	i	i	i
CCNC(=S)Nc1ccc(-c2nc3ccccc3[nH]2)cc1	i	-4.1	i	i	i	i	i	i	i	i	i
COC(=O)CSc1nc(-c2ccc(F)cc2)cc(C(F)(F)F)n1	i	-2.1	i	i	i	i	i	i	i	i	i
O=C(NCc1ccco1)c1ccc(Cl)cc1[N+](=O)[O-]	i	-15.6	i	i	i	i	i	i	i	i	i
CCOC(=O)c1c(C)c(C(=O)NCc2ccc3c(c2)OCO3)c(C)n1CC	i	0.9	i	i	i	i	i	i	i	i	i
CN1/C(=C\C(=O)COC(=O)CNC(=O)c2ccc3ccccc3c2)C(C)(C)c2ccccc21	i	22.4	i	i	i	i	i	i	i	i	i
Cc1occc1C(=O)Nc1cccnc1	i	-4.3	i	i	i	i	i	i	i	i	i
CN(c1ccccc1C(=O)NCc1ccccn1)S(C)(=O)=O	i	3.0	i	i	i	i	i	i	i	i	i
C=C(C)CSc1nnc([C@@H](NC(=O)OC(C)(C)C)C(C)CC)o1 (some centres not stated)	i	0.0	i	i	i	i	i	i	i	i	i
COc1cc(C(=O)OCn2nnc3ccccc3c2=O)cc(OC)c1OC	i	0.9	i	i	i	i	i	i	i	i	i
Cn1c(COc2ccc3ccccc3c2)nnc1SCC(=O)OC1CCCCC1	i	3.6	i	i	i	i	i	i	i	i	i
O=C(C1=C[C@@H](c2ccccc2)C[C@@H](OCc2ccc(CO)cc2)O1)N1CCCCCCC1	i	10.7	i	i	i	i	i	i	i	i	i
O=C(NCc1ccc(F)cc1)NC(=O)c1ccc(Cl)cc1	i	0.0	i	i	i	i	i	i	i	i	i
Oc1ccc(N2CCN(Cc3ccc(OCCCN4CCCCC4)cc3)CC2)cc1	i	23.5	i	i	i	i	i	i	i	i	i
Cc1cc(N2CCN(c3ccccc3)CC2)nc(NCc2ccccc2)n1	i	9.3	i	i	i	i	i	i	i	i	i
Cc1ccc(S(=O)(=O)N2CCCC(c3nnc4n3-c3ccccc3SC4)C2)cc1 (configuration not stated)	i	-0.8	i	i	i	i	i	i	i	i	i
COc1ccc(OC)c(C2NC(=O)NC(C)=C2C(=O)OC2CCCCC2)c1 (configuration not stated)	i	2.5	i	i	i	i	i	i	i	i	i
O=C(NCc1ccccc1)N1CCN(c2ccccc2)CC1	i	7.4	i	i	i	i	i	i	i	i	i
CCOc1ccc(OCc2ccc(C(=O)Nc3cccc(C)n3)o2)cc1	i	-12.2	i	i	i	i	i	i	i	i	i
CCCCCCCCn1ccc(=N)cc1	i	8.9	i	i	i	i	i	i	i	i	i
O=C(Nc1ccccc1)N(C1=NCCCCS1)c1cccc2ccccc12	i	-0.6	i	i	i	i	i	i	i	i	i
Cc1ccnc(NC(=O)CNC(=O)c2ccc(Br)o2)c1	i	-0.4	i	i	i	i	i	i	i	i	i
O=C(COC(=O)Cn1cnc2ccccc2c1=O)Nc1ccccc1Sc1ccc(Cl)cc1	i	4.8	i	i	i	-5*	i	i	i	i	i
(list continues)
SMILES	TRPC4 act	SKKanGAS inh	TRPC6 activator	MrgX1 allo act	ANO1 activ	TRPC4 inh	TRPC6 inhibitor	MrgX1 antag	TRPC4 PAM	MrgX1 agonist	TMEM16A inh
N/C(=N\OC(=O)CCC1CCCC1)c1cccnc1	i	4.4	i	i	i	i	i	i	i	i	i
Cc1cc(Nc2c(C)n(C)n(-c3ccccc3)c2=O)n2c(nc3cc(F)c(F)cc32)c1C#N	i	-7.2	i	i	.	i	i	i	i	i	i
COc1cccc(C(c2c(C)[nH]n(-c3ccccc3)c2=O)c2c(C)[nH]n(-c3ccccc3)c2=O)c1O	i	2.0	i	i	i	i	i	i	i	i	i
CCC1(C)NC(=O)N(CC(=O)Nc2sc3c(c2C(N)=O)CCC3)C1=O (configuration not stated)	i	-2.8	i	i	i	i	i	i	i	i	i
COc1ccc(NC(=O)Cn2nc(C(F)(F)F)c3c2CCCC3)cc1OC	i	-2.1	i	i	i	i	i	i	i	i	i
CCOC(=O)Oc1ccc(C(=O)OCCCN(C)C)cc1OC	i	2.2	i	i	i	i	i	i	i	i	i
CC1CCN(C(c2ccc(N(C)C)cc2)c2nnnn2C(C)(C)C)CC1 (configuration not stated)	i	0.6	i	i	i	i	i	i	i	i	i
CC(=O)N1CCCN(Cc2cn(-c3ccc(C)cc3)nc2-c2ccc(F)cc2)CC1	i	-2.3	i	i	i	i	i	i	i	i	i
CCN(CC)S(=O)(=O)c1ccc(C(=O)OCC(=O)NCCN2C(=O)CSC2=O)cc1	i	-5.5	i	i	i	i	i	i	i	i	i
Cc1ncsc1C(=O)N1N=C2/C(=C/c3ccccc3)CCCC2C1c1ccccc1 (configuration not stated)	i	30.2	i	i	i	i	i	i	i	i	i
COc1cccc(/C=N/NC(=O)CN(C2=NS(=O)(=O)c3ccccc32)c2ccccc2)c1	i	4.2	i	i	i	i	i	i	i	i	i
CN(C)S(=O)(=O)c1ccc(N=Cc2c(C(F)(F)F)[nH][nH]c2=O)cc1	i	3.8	i	i	i	i	i	i	i	i	i
Cc1cc(Nc2cccc(F)c2)n2ncnc2n1	i	0.1	i	i	i	i	i	i	i	i	i
O=C(CN1C(=O)c2ccccc2S1(=O)=O)NCCSCc1cccc(Cl)c1	i	0.9	i	i	i	i	i	i	i	i	i
O=C1NC2C(NC(=O)N2C2CCCCC2)N1C1CCCCC1 (configuration not stated)	i	-3.6	i	i	i	.	i	i	i	i	i
Cc1ccc(-c2[nH]ncc2/C=C(\C#N)C(=O)NC2CCCCC2)cc1	i	11.1	i	i	i	i	i	i	i	i	i
Cc1cc2cc(CNC(=S)Nc3ccc(OC(F)F)cc3)ccc2n1C	i	0.7	i	i	i	i	i	i	i	i	i
COc1ccc(-c2csc(/C(C#N)=C/Nc3cc4oc5ccccc5c4cc3OC)n2)cc1	i	-2.0	i	i	i	i	i	i	i	i	i
c1ccc(-c2noc(COc3ccc4c(c3)OCO4)n2)cc1	i	2.2	i	i	i	i	i	i	i	i	i
CC(=O)NC(C)C12CC3CC(CC(C(=O)O)(C3)C1)C2 (configuration not stated)	i	3.4	i	i	i	i	i	i	i	i	i
C=C[C@@]1(C)CC(=O)[C@]2(O)[C@@]3(C)[C@@H](O)CCC(C)(C)[C@@H]3[C@H](O)[C@H](OC(C)=O)[C@@]2(C)O1	i	-3.1	i	10*	i	i	i	i	i	i	i
CCN1CCN(Cc2nc3cc(NC(=O)COc4ccc([N+](=O)[O-])cc4)ccc3n2C)CC1	i	-4.5	i	i	i	i	i	i	i	i	i
COc1ccc(/C=N/NC(=O)C(=O)NCc2cccnc2)cc1OC	i	-20.9	i	i	i	i	i	i	i	i	i
COc1ccc2c(c1)sc(N)[n+]2Cc1cc(C)cc2cccnc12	i	-4.1	i	i	i	-5*	i	i	i	i	i
CNC(=S)Nn1cnc2ccccc21	i	-2.8	i	i	i	i	i	i	i	i	i
New compounds follow
SMILES	TRPC4 act	SKKanGAS inh	TRPC6 activator	MrgX1 allo act	ANO1 activ	TRPC4 inh	TRPC6 inhibitor	MrgX1 antag	TRPC4 PAM	MrgX1 agonist	TMEM16A inh
CCc1ccccc1NC(=O)CC1S/C(=N\c2nccs2)N(CC)C1=O (configuration not stated)	i	10.8	i	i	i	i	i	i	i	i	i
CC(Sc1nnc(-c2ccccc2F)n1C1CC1)C(=O)NC(N)=O (configuration not stated)	i	5.6	i	i	i	i	i	i	i	i	i
COc1ccc(CC(=O)NNC(=O)COc2ccc3ccccc3c2)cc1	i	6.7	i	i	i	i	i	i	i	i	i
CCCc1nc(SCC(=O)N2CCN(c3ccccc3)CC2)c2c(=O)n(C)c(=O)n(C)c2n1	i	8.0	i	i	i	i	i	i	i	i	i
CCCCCC(=O)N1CCCC1	i	-4.7	i	i	i	i	i	i	i	i	i
C=CCN(CC=C)S(=O)(=O)c1ccc2nsnc2c1	i	-5.1	i	i	i	i	i	i	i	i	i
COc1cccc(N(CC(=O)NCc2cccnc2)S(C)(=O)=O)c1	i	3.2	i	i	i	i	i	i	i	i	i
CS(=O)(=O)N1CCN(c2ccc(C(=O)N3CCOCC3)cc2[N+](=O)[O-])CC1	i	1.2	i	i	i	i	i	i	i	i	i
CCc1cccc(CC)c1NC(=O)CCCSc1nc2ccccc2s1	i	1.7	i	i	i	i	i	i	i	i	i
O=C(Nc1ccnn1C1CCN(Cc2ccc(CO)o2)CC1)c1ccc2c(c1)OCO2	i	-4.1	i	i	i	i	i	i	i	i	i
CCN1CCN(C(=O)N[C@@H](C(=O)N[C@@H]2C(=O)N3C(C(=O)O)=C(CSc4nnnn4C)CS[C@H]23)c2ccc(O)cc2)C(=O)C1=O	.	.	.	i	i	.	.	i	.	i	i
COc1cccc(CC(=O)Nc2nc3ccccc3[nH]2)c1	i	8.4	i	i	i	i	i	i	i	i	i
Cc1cc(=O)c2ccc(Cl)cc2[nH]1	i	-1.3	i	i	i	i	i	i	i	i	i
Cc1ccc(NC(=O)c2cc3cccc([N+](=O)[O-])c3[nH]2)cc1	i	0.3	i	i	i	i	i	i	i	i	i
CCOC(=O)N1CCN(C(=O)c2c[nH]c3ccc(S(=O)(=O)N(C)c4ccccc4C)cc3c2=O)CC1	i	-1.6	i	i	i	i	i	i	i	i	i
Cc1cccc(-n2c(SCC(=O)NC3CCCC3)nnc2-c2ccoc2C)c1	i	-3.6	i	i	i	i	i	i	i	i	i
CC1=C(C#N)C2(O)C(=O)c3ccccc3C2(O)N1 (configuration not stated)	i	.	i	i	i	i	i	i	i	i	i
CC(C)C(=O)Nc1ccc(C(=O)NC2CCSC2=O)cc1 (configuration not stated)	i	-2.2	i	i	i	i	i	i	i	i	i

High-throughput results deposited in PubChem by several laboratories.

Compounds as they come, and some 6.7% of all compounds hit somewhere here.
